Source: PubChem (several laboratories)
L929 necroptosis: inhibitors of zVAD-triggered necroptosis, primary screen, L929 cells | L929 zVAD necroptosis rescue, ATP luminescence, 24 h; with zVAD 60 µM | viability rescue, % at 10 µM | 0.38% of 220,000 active | AID 1377, 2008;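 active means activation, scaled between plate controls, above about 75%, limit read from the data; inactive means activation under that limit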;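 further: 0% = zVAD with DMSO and 100% = DMSO alone without zVAD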
MDM2 E3 inh: MDM2-luciferase reporter signal enhancers, primary screen, MDM2 E3 ligase inhibitor project, cell-based, luminescence, 1536-well | E3 ubiquitin-protein ligase Mdm2 (Homo sapiens), Q00987 | cell-based MDM2 ubiquitination luciferase reporter, 2 h; 0 = plate control, 100 = twice control, blank-subtracted | signal enhancement, % at 5 µM | 0.11% of 210,000 active | AID 1230, 2008;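 active means signal enhancement of 30% or more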;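 further: luminescence tracks abundance of the self-degrading MDM2-luciferase fusion protein; higher signal means inhibition of MDM2 E3 ligase activity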
Target sequence (Q00987 whole entry, looked up, the tested form may be a part): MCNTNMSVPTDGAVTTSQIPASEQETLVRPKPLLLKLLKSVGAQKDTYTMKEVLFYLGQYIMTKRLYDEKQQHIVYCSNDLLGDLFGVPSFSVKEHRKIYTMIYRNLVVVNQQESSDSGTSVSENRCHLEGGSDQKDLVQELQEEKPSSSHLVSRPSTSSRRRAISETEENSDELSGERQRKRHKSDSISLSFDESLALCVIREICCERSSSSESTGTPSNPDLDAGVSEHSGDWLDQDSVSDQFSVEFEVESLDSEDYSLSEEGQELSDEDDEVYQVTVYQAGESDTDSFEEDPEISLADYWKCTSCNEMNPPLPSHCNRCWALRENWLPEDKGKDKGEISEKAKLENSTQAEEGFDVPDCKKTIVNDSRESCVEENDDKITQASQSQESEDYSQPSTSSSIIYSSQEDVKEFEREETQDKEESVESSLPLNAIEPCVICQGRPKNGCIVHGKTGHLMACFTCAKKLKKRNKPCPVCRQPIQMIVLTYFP
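Test system: mammalian cells stably expressing self-ubiquitinating, self-degrading MDM2 E3–luciferase fusion; Amount: 2000 cells in each well; Medium: DMEM; Schedule: 4 h settle plus 2 h compound, 37 °C; Technique: SteadyLite luciferase luminescence after 15 min room-temperature reagent incubation; Benchmarks: plate control and blank wells.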
p47phox inh: p47phox/p22phox peptide binding inhibitors, primary screen, biochemical, uHTS, NADPH oxidase regulatory subunit; Neutrophil cytosol factor 1 (Homo sapiens), P14598; fluorescence polarization, 2 h; inhibition, % at 24.7 µM; 0.53% of 220,000 active;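 active means inhibition above about 30%, limit read from the data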;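 further: 0% = p47phox with labelled peptide and 100% = labelled peptide alone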
Tb hexokinase: Trypanosoma brucei hexokinase 1 inhibitors, primary screen, biochemical, G6PDH-coupled NADH absorbance, MLSCN library. recombinant TbHK1, G6PDH-coupled NADH A340. 0.11% of 220,000 active. inhibition, % at 10 µM. AID 1430, 2008. hexokinase 1 [Trypanosoma brucei];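 active means inhibition of 50% or more in the single-dose primary screen; inactive means inhibition below 50%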
Hck-Nef inh: inhibitors of Nef-activated human Hck kinase, primary screen, biochemical, Z-Lyte FRET, 384-well, Hck-YEEI | 0.68% of 220,000 active | inhibition, % at 20 µM | Tyrosine-protein kinase HCK (Homo sapiens), P08631 | Recombinant Hck-YEEI plus Nef, Z-Lyte FRET kinase assay;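 active means Hck-Nef kinase inhibition above about 50%, limit read from the data; inactive means inhibition below that limit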;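 further: 0% = DMSO with Hck plus Nef and 100% = Hck alone without Nef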
Runt-SMMHC FRET: inhibitors of RUNX1 Runt–CBFb-SMMHC binding, primary screen, biochemical, FRET, Cerulean-Runt, Venus-CBFb-SMMHC, uHTS | 0.74% of 220,000 active | Cerulean-Runt/Venus-CBFb-SMMHC FRET ratio 530/480, 1 h | inhibition, % at 20 µM;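 active means mean inhibition across duplicate retests at 20 µM reaching about 50%, limit read from the data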;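 further: 0% = DMSO wells and 100% = wells with excess untagged CBFb-SMMHC; inhibitors lower the FRET ratio by blocking Runt binding to CBFb-SMMHC; some results filed as inactive read as strong as hits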
14-3-3 Bad PPI: inhibitors of 14-3-3 zeta/Bad binding, primary screen, biochemical, TR-FRET, bovine 14-3-3 zeta | AID 781, 2007 | TR-FRET 14-3-3zeta/Dy647-pBad peptide displacement, 1 h | 14-3-3 protein zeta/delta (Bos taurus), P63103 | inhibition, % at 21.7 µM | 0.71% of 220,000 active;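 active means inhibition above about 70%, limit read from the data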;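 further: 0% = full 14-3-3 plus peptide FRET controls and 100% = background without 14-3-3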
Target sequence (P63103 whole entry, looked up): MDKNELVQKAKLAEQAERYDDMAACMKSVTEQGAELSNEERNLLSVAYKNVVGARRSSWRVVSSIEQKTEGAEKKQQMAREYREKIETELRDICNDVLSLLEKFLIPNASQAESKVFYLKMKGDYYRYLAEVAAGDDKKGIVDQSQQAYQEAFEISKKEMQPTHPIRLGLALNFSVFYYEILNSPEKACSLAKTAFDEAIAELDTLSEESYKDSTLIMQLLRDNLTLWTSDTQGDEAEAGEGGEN
Runt-CBFb FRET: inhibitors of RUNX1 Runt–CBFb binding, primary screen, biochemical, FRET, Cerulean-Runt, Venus-CBFb, uHTS. Cerulean-Runt/Venus-CBFb FRET ratio 530/480, 1 h. inhibition, % at 20 µM. 0.46% of 220,000 active;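 active means inhibition over about 50% at 20 µM in the single-dose screen, limit read from the data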;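 further: 0% = DMSO wells and 100% = excess unlabeled CBFb competitor control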
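Measured by: fluorescence energy transfer, 422 nm excitation, 530/480 nm emission; test system: Cerulean-tagged RUNX1 Runt domain (FRET donor) fusion protein; buffer or medium: Tris pH 7.5 buffer with BSA; compound: one dose, 20 µM compound, 1% DMSO; times: two 1 h room-temperature incubations shielded from light; benchmarks: unlabeled CBFb 5 µM, positive control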
EBV gp42 inh: Epstein-Barr virus gp42 inhibitors, primary screen, biochemical, uHTS, fluorescence polarization; Fluorescence polarization binding assay, mP read-out; inhibition, % (tested at 21.74 µM); 0.42% of 220,000 active; AID 1085, 2008; in the data active means inhibition above about 50%
Target sequence (Q1HVG2 whole entry, looked up): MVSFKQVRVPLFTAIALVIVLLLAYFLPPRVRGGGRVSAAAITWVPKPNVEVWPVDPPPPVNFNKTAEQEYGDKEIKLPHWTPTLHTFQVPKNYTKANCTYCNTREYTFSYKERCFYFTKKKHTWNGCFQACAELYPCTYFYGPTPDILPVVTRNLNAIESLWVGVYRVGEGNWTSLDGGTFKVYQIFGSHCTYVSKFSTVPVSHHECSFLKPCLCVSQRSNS
* hit, by the source's call; · = no result given; [ ] = remark or other dose.

SMILES	L929 necroptosis	MDM2 E3 inh	p47phox inh	Tb hexokinase	Hck-Nef inh	Runt-SMMHC FRET	14-3-3 Bad PPI	Runt-CBFb FRET	EBV gp42 inh
CCC(=O)Nc1ccc(/C(C)=N\NC(=O)c2ccc(OC)cc2)cc1	1.1	-1	-4	-6	4	-4	13	-2	-7
O=C(COc1nsnc1N1CCOCC1)Nc1ccc(Cl)cc1	1.1	-95	5	6	-6	-1	1	3	0
CC(C)C(=O)Nc1oc(-c2ccccc2)cc1C#N	0.4	-12	-5	-2	14	2	-1	1	-10
CCn1c(C)nc2c(C)[n+](CC(=O)c3ccc(Br)cc3)ccc21	0.5	-4	13	-1	23	-1	-11	-1	-1
CC(C)On1c(SCC(=O)N(C)C)nc2ccccc2c1=O	1.0	-1	3	-11	15	0	4	-1	-6
O=C(O)CSCC(=O)N1CCCN(c2nc3ccc(Cl)cc3s2)CC1	0.6	-8	6	10	6	-2	4	0	-12
FC(F)(F)c1ccccc1-n1c(CN2CCCCC2)n[nH]c1=S	1.4	·	-4	-11	16	3	0	4	-17
CCCN1C(=O)N(c2cccc(C)c2)C(C)(O)CC1(C)C (stereo not given)	1.4	-4	-4	-5	10	-5	-6	0	-14
COc1ccc(C2CC(c3cccc(OC)c3)n3nc(N)nc3N2)cc1 (stereo not given)	-0.7	-12	2	-4	0	-3	-13	0	-6
C#CCn1cc(/C=N/NC(=O)COc2cccc3cccnc23)c2ccccc21	0.2	-12	29	3	31	2	92*[fluorescence artefact?]	-7	-76
COc1ccc(NC(=O)CSc2nc(C)cs2)c(OC)c1	0.1	-87	-6	10	-10	-2	-1	-2	-1
CN(c1cccc(NC(=O)c2ccccc2N(C)S(C)(=O)=O)c1)S(C)(=O)=O	0.0	-17	-6	0	0	-2	-5	0	20
C/C(=N/NC(=O)CNC(=O)c1cccnc1)c1ccc([N+](=O)[O-])cc1	2.0	-73	-4	-9	19	-1	2	-2	-5
CCN(CC)C(=O)CC(c1ccccc1)c1ccco1 (stereo not given)	1.6	6	-7	2	0	-2	-9	1	3
COc1ccc(NC(=O)CC(c2ccccc2)c2ccco2)cc1 (stereo not given)	0.3	-12	-8	-1	0	2	1	4	-4
COc1ccc(/C=N/NC(=O)c2ccc(Br)cc2)cc1Cn1cc(Cl)cn1	-0.7	-4	3	0	11	-5	0[fluorescence artefact?]	-4	21
Cc1cccc(/C=N\NC(=O)c2ccc(Cl)cc2)c1O	55	-5	-2	-13	10	-13	10	3	14
Cc1ccc(NC(=O)C(OC(=O)c2ccc(F)cc2)c2ccccc2)cc1Cl (stereo not given)	73	-17	-34	0	0	3	0	1	-34
Cn1c(=O)c2c(nc(NC3CCCCC3)n2CC(=O)C23CC4CC(CC(C4)C2)C3)n(C)c1=O	0.0	12	-18	-9	-2	3	8	-2	-5
O=C(CN1CCSC1=NCc1ccccc1)c1ccc(Cl)c(Cl)c1	-0.3	-8	-6	6	-2	-3	5[fluorescence artefact?]	-6	-3
CC(O)c1nc2ccccc2n1CCCOc1ccccc1 (stereo not given)	-0.2	-3	-6	-6	24	-1	-1	-2	-17
CC(=O)Nc1ccc(Nc2ncnc3c2cnn3-c2ccccc2)cc1	0.9	-24	-14	14	2	-1	9	-1	-2
CCOC(=O)C(=NC(C)(C)C)NNc1cc(Cl)ccc1Cl	0.9	4	-8	-4	6	-1	4	2	-6
Cc1ccc(Cn2c(=O)oc3ccccc32)cc1	-0.3	-15	5	-2	21	-2	-4	0	1
COC(=O)C1CCN(Cc2ccc(C)cc2)CC1	-0.7	-15	-2	22	-15	-1	2	0	1
Cc1ccc(-n2c(C)cc(=O)cc2C)c(C)c1	1.4	-16	-9	-5	2	2	2	1	1
O=C(Nc1ccc(F)cc1F)c1ccco1	0.3	-8	-4	3	11	-2	1	1	-14
O=C(N/N=C/c1cccc([N+](=O)[O-])c1)C1CC1c1ccccc1 (stereo not given)	5.5	-3	-5	-2	1	0	6[fluorescence artefact?]	0	8
Cc1ccc(C)c(SCC(=O)NC(=O)NCc2ccccc2)c1	1.1	2	-6	-3	5	1	-3	-4	-7
Cc1c(C(=O)NN)nc2ccccn12	0.5	-12	-4	3	3	-4	1	-6	4
Cc1ccc(C2(O)C(=O)c3ccccc3C2=O)c(O)c1C	0.3	-7	4	-11	3	-2	1	0	-13
Cc1c(CCC(=O)O)c(=O)oc2cc(O)ccc12	2.4	-16	-6	-30	9	75*	-3	33	-15
CCc1c(C)nc(SCC(=O)N2CCCCC2C)[nH]c1=O (stereo not given)	0.4	-4	-5	7	26	-5	-19	0	-13
O=C(CC1Nc2ccccc2NC1=O)NC1CCCCC1 (stereo not given)	0.2	-26	·	-11	2	0	·	0	·
O=C(NCCN1CCN(S(=O)(=O)c2ccc([N+](=O)[O-])cc2)CC1)C(=O)Nc1ccccc1	1.5	-17	-4	2	20	0	-12	-1	-8
Cc1nc(NCCCn2ccnc2)c2oc3ccccc3c2n1	1.5	-6	-3	-3	3	-2	65[fluorescence artefact?]	2	-23
COCCNC(=O)C(C)OC(=O)C1=Cc2ccccc2OC1 (stereo not given)	7.5	-9	2	-5	21	2	-10	0	-17
c1cnc(SCCCOc2ccc3ccccc3c2)nc1	-1.5	·	-7	42	-25	-6	6[fluorescence artefact?]	-3	4
COc1ccc(C2C3=C(CC(C)(C)CC3=O)N(CCN3CCOCC3)C3=C2C(=O)CC(C)(C)C3)cc1	-0.2	-54	-4	-11	13	81*	-2	91*	-15
CC(Oc1ccccc1)C(=O)Nc1cccc(-c2nc3ccccc3[nH]2)c1 (stereo not given)	2.5	-4	-26	5	2	1	3[fluorescence artefact?]	-3	11

Not a retest: five of the compounds above.
SMILES	L929 necroptosis	MDM2 E3 inh	p47phox inh	Tb hexokinase	Hck-Nef inh	Runt-SMMHC FRET	14-3-3 Bad PPI	Runt-CBFb FRET	EBV gp42 inh
CC(O)c1nc2ccccc2n1CCCOc1ccccc1 (stereo not given)	-0.2	-3	-6	-6	24	-1	-1	-2	-17
CC(=O)Nc1ccc(Nc2ncnc3c2cnn3-c2ccccc2)cc1	0.9	-24	-14	14	2	-1	9	-1	-2
CCOC(=O)C(=NC(C)(C)C)NNc1cc(Cl)ccc1Cl	0.9	4	-8	-4	6	-1	4	2	-6
Cc1ccc(Cn2c(=O)oc3ccccc32)cc1	-0.3	-15	5	-2	21	-2	-4	0	1
COC(=O)C1CCN(Cc2ccc(C)cc2)CC1	-0.7	-15	-2	22	-15	-1	2	0	1

The list goes on.
SMILES	L929 necroptosis	MDM2 E3 inh	p47phox inh	Tb hexokinase	Hck-Nef inh	Runt-SMMHC FRET	14-3-3 Bad PPI	Runt-CBFb FRET	EBV gp42 inh
O=C(/C=C/c1ccc(Cl)cc1)NC1CC2CCC1C2 (stereo not given)	1.9	-2	-1	0	0	2	-9	-1	-7
CN(Cc1ccccc1)C(=O)c1cc2ccccc2o1	-1.1	-10	5	11	-1	0	1	1	-1
CC(C)c1ccccc1NC(=S)NCc1ccncc1	1.2	-6	-6	-2	17	-2	-27	1	-6
O=C(NC1CS(=O)(=O)CC1NCc1ccccc1)c1ccccc1 (stereo not given)	0.2	-11	0	-5	2	5	-3	1	7
CC(C)[C@H](NS(=O)(=O)c1ccccc1)C(=O)OCC(=O)Nc1ccc2c(c1)OCO2	0.3	5	5	0	2	3	-22	-1	-16
CCN(CC)CCN1C(=O)C(O)=C(C(C)=O)C1c1ccccc1[N+](=O)[O-] (stereo not given)	-0.4	·	-20	-21	24	-3	1	1	11
Cc1cccc(OCC(=O)Nc2ccc(C(=O)NCc3cccnc3)cc2)c1	0.4	-11	-19	-2	1	-8	2	-2	-20
O=c1/c(=C/c2ccc(O)c([N+](=O)[O-])c2)sc2nc3ccccc3n12	-0.4	-21	4	78*	36	2	1	-1	8
Cc1cccc(C)c1OCCn1nc(C(=O)O)c2ccccc2c1=O	0.0	-8	1	10	1	-3	5	-4	5
COc1ccc(OC)c(NC(=O)COC(=O)c2c3c(nc4ccccc24)CCCC3)c1	-0.6	·	-5	-7	3	2	-2	-5	-16
CCC(C)(C)NC(=O)c1ccc2c(c1)OCCO2	4.3	-21	3	-7	18	20	-8	1	2
CCN(CC)S(=O)(=O)c1ccc(NC(=O)[C@@H](NC(=O)c2cc(OC)cc(OC)c2)C(C)C)cc1	0.3	-14	-2	-6	-11	1	-1	-2	-7
O=C(NCCSCc1ccco1)Nc1cc(Cl)cc(Cl)c1	2.2	-12	-25	7	26	1	-1	-1	-1
O=C(c1ccc2c(c1)OCCO2)C1CCN(C(=O)c2ccc(F)cc2)CC1	-0.7	-22	-9	-2	2	-2	-16	0	-6
COc1ccc(S(=O)(=O)n2ccc(C(C)Oc3ccc(-c4ccccc4)c(F)c3)n2)cc1 (stereo not given)	-0.3	-4	-28	-6	1	1	-18[fluorescence artefact?]	-1	-11
Cc1c(NS(=O)(=O)c2cc(NC(=O)CCN3CCCC(C)C3)ccc2Cl)c(=O)n(-c2ccccc2)n1C (stereo not given)	1.5	-8	-3	0	20	0	-7	0	0
C(=N\Nc1ncnc2sc3c(c12)CCC3)/c1ccncc1	79*	-16	-5	-31	51*	1	-7[fluorescence artefact?]	-4	-1
O=C(Nc1nc(-c2ccccn2)cs1)c1ccccc1-n1cnnn1	58	-13	-13	-6	-11	15	-5	42	-3
CNC(=O)c1ccc(-c2nc(-c3ccccc3)cs2)cc1	12	-1	6	-9	-19	0	-2	1	8
COc1ccccc1-n1nnnc1SCc1ccccc1	0.7	-29	-17	5	9	0	-5	0	-19

Entries listed above marked active in Hck-Nef inh:
canonical_smiles	MDM2 E3 inh	p47phox inh	Tb hexokinase	Hck-Nef inh	Runt-SMMHC FRET	14-3-3 Bad PPI	Runt-CBFb FRET	EBV gp42 inh
C(=N\Nc1ncnc2sc3c(c12)CCC3)/c1ccncc1	-16	-5	-31	51*	1	-7[fluorescence artefact?]	-4	-1

Other records.
SMILES	L929 necroptosis	MDM2 E3 inh	p47phox inh	Tb hexokinase	Hck-Nef inh	Runt-SMMHC FRET	14-3-3 Bad PPI	Runt-CBFb FRET	EBV gp42 inh
Cc1ccc(N2Cc3ccccc3OC(C)C2=O)cc1 (stereo not given)	-0.1	-17	-5	0	9	2	6	-1	-11
Oc1ccc(-c2n[nH]c(=S)n2-c2ccc3c(c2)OCCO3)cc1	0.0	·	6	4	1	12	22	17	-4
Cc1cc(NC(=O)Nc2ccc(F)c(Cl)c2)no1	-0.1	-2	-11	6	0	0	13	0	-5
CC(=O)NC1CCN(CC(=O)Nc2cccc([N+](=O)[O-])c2)CC1	2.5	3	-1	-13	-1	-2	-4	0	-11
CCCCNC(=S)N(C)/N=C/c1c(C)[nH]c2ccccc12	0.1	-10	-6	11	-1	1	-10	-2	-14
